Screening data: PubChem BioAssay, National Center for Advancing Translational Sciences (NCATS)
p53ts 39C kill: p53ts cell cytotoxicity, nonpermissive temperature; H1299-p53A138V viability at 39C, ATP luminescence, 24 h; Potency, µM (series often up to 46.1 µM), for inactives: at the highest dose activity change, negative = cell killing, actives largely listed as cytotoxic; actives 1.5% (n = 130,000); AID 902; further: nearly all actives have a fitted effect of over 55% in size
IkB signaling: inhibitors of IkB signaling in ABC-DLBCL cells; actives 0.04% (n = 110,000); ABC-DLBCL IkBa-CBG/CBR dual luciferase ratio, 4 h; response scale: scaled: untreated 0%, proteasome inhibitor 100%; Potency, µM (doses to about 57.1 µM), without a hit: top-dose IkBa stabilization activation; active means well fitted curve in the direction sought with a large enough effect in the signal ratio, not every such curve was filed as active; inconclusive means small, poorly fitted or top-dose-only effect, or a change in a side signal; the % refers to the signal ratio;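 further: the direction sought is a rising ratio; 0% = basal untreated cells and 100% = reference inhibitor full response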
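Curves were fitted separately to fusion (green), unfused (red) and ratio luminescence, then classed by r2, magnitude and activity. Cells: OCI-Ly3, 4 h compound plus doxycycline at 37C; 10 uM MG-132 defined full response.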
Peg3 imprint: induces erasure of genomic imprints in mouse ES cells | Potency, µM (top dose mostly 60.7 µM), inactives show top-dose activity change, positive = activation, hits mostly activators | AID 1948 | mouse ES Peg3-LacZ reporter, beta-gal luminescence, 40 h | actives 0.02% (n = 110,000);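 further: 0% = negative control wells on the plate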
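Imprint erasure is scored as LacZ activity from the silenced maternal Peg3 allele in feeder-free female ES cells cultured 40 h with LIF. Luminescence is normalized to in-plate negative controls and fitted to the Hill equation.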
p53ts 32C tox: cytotoxicity in p53ts cells at permissive temperature; actives 0.93% (n = 130,000); Potency, µM (top dose mostly 46.1 µM), without a hit: at the highest dose activity change, negative = cytotoxicity, usual class: cytotoxic; H1299-p53A138V at 32C, ATP luminescence viability, 24 h; AID 924;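 further: 0% = DMSO and -100% = full killing by reference compound; nearly all actives have a fitted effect of over 55% in size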
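Cells: H1299 p53ts (A138V), 600/well, pre-incubated 16–30 h at 37C. Cpd up to 46 uM, 24 h, 32C. Readout: ATPlite luminescence, 20 min RT. Normalization: DMSO vs tamoxifen 100 uM. AC50 by Hill equation.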
The depositor's hits bear a star; ? = inconclusive; . = not tested or not shown; & = joins results of further samples; [ ] = dose if it differs, or a comment. Unless noted, the call rests on the fitted dose curve; in most records, active means well fitted curve in the direction sought with a large enough effect; inconclusive means small, poorly fitted or top-dose-only effect, or another doubt; inactive means no such curve, though single readings can be large; an effect the other way counts as inactive or inconclusive. Unless noted, on the % scale 0 is the no-effect control and ±100 the full control effect; potency means the concentration at half of the fitted maximal effect.

SMILES	p53ts 39C kill	IkB signaling	Peg3 imprint	p53ts 32C tox
N#CCCN(C(=O)Nc1ccccc1)c1ccccc1	11.2%	9.4%	-15.3%	10.9%
Cc1c(C)c2c(c(C)c1O)CC[C@@](C)(CCC[C@H](C)CCC[C@H](C)CCCC(C)C)O2	-3.1%	.	-5.1%&-12.1%	-4.8%
COC(=O)n1c(=S)oc2cc(Cl)ccc21	-6.9%	4.1%	-1.0%	3.0%
CCOc1ccc(NC(=O)C2CC(C)=C(C)CC2C(=O)O)cc1 (configuration not stated)	-1.9%	-0.8%	-6.5%	-3.1%
COc1cc(NC(=O)c2noc3c2CCc2ccccc2-3)cc(OC)c1OC	-20.0%	?	-12.8%[10.9 µM]	5.6%
COc1ccc(-c2[nH]c3c(c2-c2c(-n4cccc4)n(C)c(=O)n(C)c2=O)c(=O)n(C)c(=O)n3C)cc1	24.3%	0.6%	-6.8%[10.9 µM]	-3.4%
COc1ccc(CCNC2=NCC(C)S2)cc1 (configuration not stated)	1.0%	-1.1%	-22.7%	0.3%
N[C@@H](Cc1[nH]nc2ccccc12)C(=O)O	1.2%[9.22 µM]	0.8%[11.4 µM]	?	0.5%[9.22 µM]
CCOC(=O)c1ccc(NC(=O)CC2SCCNC2=O)cc1 (configuration not stated)	12.6µM*	-4.0%	16.7%	12.6µM*
COc1cc2ncc(C(=O)c3ccc(C)cc3)c(N3CCCCC3)c2cc1OC	-3.6%	?	6.8%[10.9 µM]	6.9%
Cc1cccc(N2CCN(c3ncnc4c3cnn4-c3ccc(Cl)cc3)CC2C)c1 (configuration not stated)	15.8µM*	?	2.5%[10.9 µM]	?
Cc1cc(C)c(S(=O)(=O)NCC(c2ccco2)S(=O)(=O)c2ccccc2)c(C)c1 (configuration not stated)	-0.3%	1.6%	-5.3%[10.9 µM]	4.4%
CCOC(=O)N1CCN(C(=O)c2cc3c(-c4ccc(Cl)cc4)nn(C)c3s2)CC1	52.4%[activator]	-1.0%	-11.4%	28.6%
Cc1cc(Cl)ccc1OCC(=O)N(Cc1ccco1)Cc1ccccc1F	2.1%	?	-8.0%[10.9 µM]	-3.5%
Cc1ccc2c(c1)-c1c(cnn1CC(=O)N1CCN(c3ccccc3F)CC1)CO2	-15.7%	?	10.3%[10.9 µM]	11.4%
CCCn1c(SCC(=O)N2CCCc3ccccc32)nc2c1c(=O)n(C)c(=O)n2C	10.1%	-3.9%	-2.7%	2.1%
Clc1ccc(C2[C@H]3CN(Cc4cccnc4)[C@H](c4ccccc4)C34CC2(c2ccccc2)C4)cn1 (some centres not stated)	-1.1%	.	-11.6%	13.2%
CCc1ccccc1NC1c2ccccc2C(=O)N1c1cc(C)ccn1 (configuration not stated)	6.3%	-3.0%	-12.3%	7.2%
Cc1ccc(N2CC(NC(=O)/C=C\c3ccc4c(c3)OCO4)CC2=O)cc1C (configuration not stated)	9.7%	2.4%	7.1%[10.9 µM]	8.0%
CCn1c(=N)c(C(=O)NCCCOC)cc2c(=O)n3cccc(C)c3nc21	3.1%	0.4%	13.3%	-5.7%
Cc1ccc2c(CN3CCCc4ccccc43)cc(=O)oc2c1C	-13.2%	1.0%	-12.7%	-7.6%
COc1ccc(C(=O)N2CCC3(CC2)CN(c2ccc(-c4ccccc4)cc2)C3)cc1	?	13.3%[11.4 µM]	.	?
CC(C)=CCSc1nnc(CCNC(=O)OC(C)(C)C)o1	5.4%	0.1%	-17.6%	-8.5%
CCCc1cc(=O)[nH]c(SCC(=O)Nc2nonc2N)n1	5.1%	-1.6%	-17.5%	9.5%
O=C(O)CCS(=O)(=O)Cc1ccccc1F	8.9%	-2.6%	-7.7%	1.9%
COc1cc(OC)cc(C(=O)N(CN2CCCC2=O)c2ccccc2OC)c1	8.5%	-0.9%	5.8%	-5.9%
CCC(C(=O)NCCc1ccc(Cl)cc1)n1nc(C)c2c(C)n(-c3ccccc3)nc2c1=O (configuration not stated)	-15.5%	-1.3%	11.8%[10.9 µM]	12.9%
CN1C(=O)CSc2ccc(NC(=O)N3CCc4ccccc43)cc21	?	?	-45.4%[inhibitor]	10µM*
COc1cccc2sc(Nc3nnc(-c4ccccc4Cl)o3)nc12	12.6µM*	?	-49.2%[inhibitor]	?
O=C(NCCCN1CCN(c2ccc(F)cc2)CC1)c1cccc(N2CCCC2=O)c1	-15.2%	1.2%	-11.1%	-11.0%
CCc1ccc(-n2nc(CO)c(C(=O)NCc3ccccc3OC)n2)cc1	-24.4%	0.5%	-7.2%[10.9 µM]	1.8%
COc1cccc(C=Nc2cc(C)on2)c1O	12.9%	2.4%	-12.6%	2.6%
Cc1nc(NC(=O)C2CC2)sc1C(=O)N(C)C	18.8%	.	.	-8.1%
Cc1cc(C)n(CC(=O)N/N=C/c2cc([N+](=O)[O-])ccc2O)n1	2.3%	.	.	?
CC(C)Oc1ccc(C2/C(=C(/O)c3ccc(F)cc3)C(=O)C(=O)N2CCCN(C)C)cc1 (configuration not stated)	7.6%	-0.8%	0.6%	5.5%
COc1ccc2c(c1)c(N1CCCC1=O)c(C(=O)Nc1ccc(Cl)cc1C)n2C	?	?	13.4%[10.9 µM]	-9.0%
CCOc1ccc(-c2ccc(NS(=O)(=O)c3ccc(C)cc3)cc2)nn1	-12.2%	?	-9.5%[10.9 µM]	-0.5%
O=C1CCCC2=C1C(c1ccncc1)c1c(nc(SCc3ccccc3)[nH]c1=O)N2 (configuration not stated)	13.3%	0.6%	4.5%	22.9%
CCNC(=O)CC1C(=O)N(c2ccccc2)C(=O)N1CCc1ccc(OC)cc1 (configuration not stated)	2.1%	0.0%	-12.8%	10.7%
COc1ccccc1OCCCCNCCO	0.4%	3.6%	-6.6%	-7.5%
O=C1Nc2ccc(Br)cc2C1(O)Cc1ccccn1 (configuration not stated)	27.2%	.	.	5.5%
O=C(Nc1ccc2c(c1)OCCO2)c1ccco1	12.6µM*	3.0%	-87.2%[inhibitor]	15.8µM*
Cc1ccc(C(=O)Nc2ccccc2C(=O)NC(C(=O)O)C(C)C)cc1 (configuration not stated)	10µM*	.	.	?
CC(C)N(C(=O)Cn1cc(SCC(=O)Nc2ccccc2F)c2ccccc21)C(C)C	-11.9%	0.9%	-5.2%[10.9 µM]	5.8%
CCCCOc1ccc(C(=O)Nc2ccc(-c3cc4ccccc4oc3=O)cc2)cc1	-2.6%	4.5%	-11.4%[10.9 µM]	-4.1%
COc1cccc(N2CCN(C(=O)c3cc4c(=O)oc5ccc(C)cc5c4s3)CC2)c1	6.4%	-0.9%	8.9%[10.9 µM]	1.5%
COCC(C)n1c(C)cc(C(=O)COC(=O)c2c(NC(C)=O)sc(C)c2C)c1C (configuration not stated)	-11.1%	0.2%	-8.9%	-6.1%
CCOC(=O)c1[nH]c(C)c(C(=O)NCCC2=CCCCC2)c1C	-6.6%	-2.0%	-4.8%	-16.4%
O=C(CSc1ncccn1)Nn1cnnc1	-5.6%	-0.1%	4.0%	-5.3%
CC(C)C[C@H](NC(=O)N1CCN(c2ccccc2)CC1)C(=O)O	4.9%	1.1%	-11.6%	0.1%

The list continues.
SMILES	p53ts 39C kill	IkB signaling	Peg3 imprint	p53ts 32C tox
C=CCn1c(SCc2cccnc2)nnc1-c1ccncc1	1.5%	-0.1%	0.2%	-2.6%
COc1cc(Cn2c(=O)sc3ccccc32)ccc1OCCC(C)C	-5.9%	?	5.0%[10.9 µM]	2.3%
O=S(=O)(c1ccccc1)N1CCC[C@@]2(CCN(C(c3ccccc3)c3ccccc3)C2)C1	13.6%	3.9%[11.4 µM]	.	12.9%
CCc1ccc(CSc2nc(-c3ccc(OC)cc3)nc3c2Cc2c(CO)cnc(C)c2O3)cc1	-22.5%	-0.8%	-11.8%[10.9 µM]	11.9%
Cn1c(C(O)c2ccc(Cl)cc2)nc(Cl)c1Cl (configuration not stated)	7.0%	6.3%	-20.3%	4.4%
CC(=O)Nc1ccc(C(=O)OCC(=O)NC(=O)NC2CCCCC2)cc1	-3.6%	-2.3%	-6.0%	3.8%
CCCn1c(SCC(=O)Nc2ccccc2-c2ccccc2)nnc1-c1ccoc1C	-6.9%	?	-12.3%	8.9%
Clc1cccc(-n2ncc3c(NCCc4ccccc4)ncnc32)c1	-23.9%	-1.0%	-6.5%[10.9 µM]	1.2%
CCCCn1c(=O)c2oc3ccccc3c2n(CC(=O)Nc2cccc(Cl)c2)c1=O	?	-3.3%	-12.7%[10.9 µM]	-5.7%
Fc1ccc(-c2cc(C(F)(F)F)nc(N3CCCCC3)n2)cc1	21.8%	?	5.3%	?

Six structures out of the list, ordered by SMILES length, descending.
SMILES	p53ts 39C kill	IkB signaling	Peg3 imprint	p53ts 32C tox
O=S(=O)(c1ccccc1)N1CCC[C@@]2(CCN(C(c3ccccc3)c3ccccc3)C2)C1	13.6%	3.9%[11.4 µM]	.	12.9%
CCc1ccc(CSc2nc(-c3ccc(OC)cc3)nc3c2Cc2c(CO)cnc(C)c2O3)cc1	-22.5%	-0.8%	-11.8%[10.9 µM]	11.9%
CCCn1c(SCC(=O)Nc2ccccc2-c2ccccc2)nnc1-c1ccoc1C	-6.9%	?	-12.3%	8.9%
CC(=O)Nc1ccc(C(=O)OCC(=O)NC(=O)NC2CCCCC2)cc1	-3.6%	-2.3%	-6.0%	3.8%
Fc1ccc(-c2cc(C(F)(F)F)nc(N3CCCCC3)n2)cc1	21.8%	?	5.3%	?
COc1cc(Cn2c(=O)sc3ccccc32)ccc1OCCC(C)C	-5.9%	?	5.0%[10.9 µM]	2.3%

Next part.
SMILES	p53ts 39C kill	IkB signaling	Peg3 imprint	p53ts 32C tox
Cc1ccccc1CN1C2=NCCN2C(=O)C2=C1CCN(Cc1ccccc1)C2	4.2%[9.22 µM]	-1.7%[11.4 µM]	-38.0%[inhibitor][10.9 µM]	-0.8%[9.22 µM]
Cc1cccn2c(=O)c3cc(C(=O)N4CCc5ccccc54)n(C)c3nc12	-5.6%	0.4%	-2.7%	1.9%
CCc1ccc(NC(=O)Cn2nnc(-c3ccccc3N)n2)cc1	-17.6%	?	-13.8%[10.9 µM]	?
CCOC(=O)CSc1nc(C)c(C(=O)OCC)s1	8.7%	-2.5%	-14.7%	-6.5%
CCC1C(C#N)=C(N)OC2=C1C(=O)CC(C)(C)C2 (configuration not stated)	32.4%[activator]	1.5%	-1.2%	4.8%
O=C1C(=O)N(C2CCNCC2)CCN1Cc1ccccc1	3.1%	-0.8%	?	0.2%
Cc1cc2oc(C(=O)Nc3sc4c(c3C(=O)NCC3CCCO3)CCCC4)cc(=O)c2cc1C (configuration not stated)	4.9%	2.6%	-11.0%[10.9 µM]	3.1%
CCOC(=O)C1CCN(C(=O)CCCN2C(=O)c3ccccc3C2=O)CC1	9.3%	0.5%	2.8%	11.4%
CCCCOc1ccc(C2c3c(-c4ccccc4O)n[nH]c3C(=O)N2Cc2ccncc2)cc1OC (configuration not stated)	-1.7%	?	-12.5%[10.9 µM]	28.3%
COc1ccc(-c2cn3c(n2)sc2cc(C(=O)NCCc4ccccc4)ccc23)cc1	-6.3%	?	-19.3%[10.9 µM]	12.6%
COc1ccccc1Nc1nc(N)nc(CN2CCN(c3ccccc3)CC2)n1	-2.0%	8.7%	-4.5%	0.8%
COc1ccccc1CNC(=O)c1ccoc1C	-9.2%	?	-3.8%	-14.0%
CCOC(=O)c1cnc2c(ccc3ccccc32)c1Nc1ccccc1OC	-16.7%	4.4%	-7.0%[10.9 µM]	-4.2%
CC1=C(C)CS(=O)N(S(=O)(=O)c2ccc(Cl)cc2)C1 (configuration not stated)	108.5%[activator]	-0.6%	-26.3%	8.1%
c1coc(-c2nnc3n2C2(CCCC2)Cc2ccccc2-3)c1	16.3%	2.0%	21.1%	2.0%
O=C(NCCN1CCOCC1)C1CCN(Cc2ccccc2O)CC1	10.3%	0.6%	-8.2%	-2.3%
O=C(CN1CCN(c2ccc(Cl)cc2)CC1)Nc1ccc(F)cc1F	-12.0%	?	-13.6%[10.9 µM]	-5.4%
COc1cccc(Cn2c(-c3nonc3N)nc3ccccc32)c1	-10.3%	3.2%	12.4%	-8.0%
COC(=O)C/C=C\[C@H](C)[C@@H](OC)c1ccccc1Br	5.1%[9.22 µM]	.	.	-8.2%[9.22 µM]
Cc1ccc(C)c(NC(=O)CSc2nnc(-c3ccccc3)n2N)c1	17.0%	0.5%	-10.7%	1.2%
COc1cc2c(cc1OC)C1C(=O)c3c(O)cc4c(c3OC1CO2)C=CC(C)(C)O4 (configuration not stated)	25.8%	.	-21.3%	17.3%
